# PI5P4K alpha inh: qHTS for Inhibitors of phosphatidylinositol 5-phosphate 4-kinase (PI5P4K) | Phosphatidylinositol 5-phosphate 4-kinase type-2 alpha (Homo sapiens), P48426 | PI5P4Kalpha enzyme, ADP-Glo luminescence, 60 min; active compounds read low | 330,000 compounds, 1.2% hits | AID 652105, 2013 | max response, %; active means max response of -50% or lower; inconclusive means between -30% and -50%; inactive means -30% or higher; further: value at the top dose of about 77 µM; on the % scale 0 is the no-effect control and ±100 the full control effect
# Target sequence (P48426 whole entry, looked up): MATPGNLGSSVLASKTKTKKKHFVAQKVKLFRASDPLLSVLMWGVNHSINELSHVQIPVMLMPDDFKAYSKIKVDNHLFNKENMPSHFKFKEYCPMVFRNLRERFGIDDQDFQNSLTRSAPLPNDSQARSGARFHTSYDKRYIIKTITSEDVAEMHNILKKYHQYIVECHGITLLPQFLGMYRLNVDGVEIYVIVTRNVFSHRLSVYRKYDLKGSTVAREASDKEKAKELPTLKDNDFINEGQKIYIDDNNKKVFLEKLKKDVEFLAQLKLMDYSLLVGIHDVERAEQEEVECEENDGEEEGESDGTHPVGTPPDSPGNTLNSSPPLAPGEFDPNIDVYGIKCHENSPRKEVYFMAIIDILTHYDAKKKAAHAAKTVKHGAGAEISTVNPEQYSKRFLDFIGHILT
#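 Enzyme plus substrate dispensed, test compounds pinned in, then ATP (5 microM final) added. After 60 min at RT, ADP-Glo reagent 1 for 45 min and reagent 2 for 30 min preceded luminescence imaging.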
# aSyn rescue: qHTS of alpha-syn Inhibitors. Yeast expressing alpha-synuclein, growth rescue, BacTiter-Glo, 24 h. Potency, µM (titrated, usually from 46.1 µM), without a hit: at the top dose growth rescue (activation), hits mostly activators. 370,000 compounds, 0.14% hits; further: potency means the concentration at half of the fitted maximal effect; % of control where 0% means no effect; nearly all actives have a fitted effect of over 65% in size
#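 Screening used galactose-induced yeast with toxic alpha-synuclein levels, exposed to compound for 24 hr at 30 deg C. Cell growth, read with BacTiter-Glo luminescence, gave the measured signal.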
# FUS yeast rescue: qHTS for Suppressors of FUS Proteinopathy: Primary screen using FUS-linked yeast assay; S. cerevisiae FUS-expressing, growth rescue, OD600, 24 h; Potency, µM (highest dose often 76.6 µM), inactives show at the top dose growth rescue (activation), actives largely listed as activators; 390,000 compounds, 0.24% hits; AID 1347120, 2019;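 further: potency means the concentration at half of the fitted maximal effect; plate controls were DMSO vehicle for no effect and reference control for full effect; nearly all actives have a fitted effect of over 55% in size; some results filed as inactive show a strong effect at the top dose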
#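 Toxicity suppression screen in FUS-yeast. Cells induced with 2% galactose, starting OD 0.005, treated 24hr at 30C with compounds at multiple final concentrations; growth by OD600.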
# EPAC1 agonist: qHTS for Agonist of cAMP-regulated guanine nucleotide exchange factor 3 (EPAC1): primary screen. Rap guanine nucleotide exchange factor 3 (Homo sapiens), O95398. EPAC1 agonist qHTS, biochemical assay; response scale: 100% = response to 6.5 mM cAMP. Potency, µM (doses to about 154 µM), without a hit: at the highest dose activation, actives largely listed as activators. 360,000 compounds, 0.073% hits; further: potency means the concentration at half of the fitted maximal effect; nearly all actives have a fitted effect of over 60% in size
#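 Multi-concentration qHTS readout: loss of Rap1B-bound BODIPY-GDP fluorescence driven by 100 nM EPAC1 with excess GDP (50 uM), monitored kinetically at room temperature; agonist response expressed relative to 6.5 mM cAMP.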
# IL2 activator: qHTS of IL-2 Activators; 360,000 compounds, 0.065% hits; activation, % (series mostly up to about 46 µM); IL-2 activation reporter assay, cell-based qHTS; stimulated with anti-CD3/CD4/CD28 beads; in transgenic mouse T cells; in the data active means activation above about 50%; inconclusive means mostly about 30% to 49%; further: 0% is about no effect
#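 Quantitative HTS in unstimulated transgenic mouse T cells, with memory T cells as non-tolerant control and PMA/ionomycin as tolerance-bypass control. Compound pretreatment lasted 60 minutes before 18 h bead stimulation; EGFP/DsRed fluorescence read.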
# EPAC1 antag: qHTS for Antagonist of cAMP-regulated guanine nucleotide exchange factor 3 (EPAC1): primary screen; Rap guanine nucleotide exchange factor 3 (Homo sapiens), O95398; EPAC1 GEF assay, Rap1b-BODIPY-GDP exchange fluorescence; Potency, µM (doses to about 115 µM), without a hit: at the highest dose activity change, negative = inhibition, usual class: inhibitors; 360,000 compounds, 0.14% hits; AID 720709, 2013;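 further: potency means the concentration at half of the fitted maximal effect; plate controls were vehicle for no effect and positive control for full effect; nearly all actives have a fitted effect of over 50% in size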
# Abeta rescue: qHTS for compounds that reverse cellular toxicity of Amyloid beta (A-beta) peptide in yeast: Primary Screen. Potency, µM (top dose mostly 46.1 µM), without a hit: top-dose growth rescue, hits mostly activators. yeast expressing A-beta42, growth rescue, OD600, 48 h; response scale: 0% DMSO, 100% iron-clioquinol control. 410,000 compounds, 0.063% hits; further: potency means the concentration at half of the fitted maximal effect; nearly all actives have a fitted effect of over 55% in size
#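 Yeast growth medium received pinned compounds, then yeast cells expressing toxic A-beta were added; plates incubated at 30 C for 48 hr. Growth read as absorbance at 600 nm, normalized to DMSO and equimolar FeCl3 plus clioquinol controls.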
# PLK1 PBD inh: qHTS for Inhibitors of PLK1-PDB (polo-like kinase 1 - polo-box domain): Primary Screen; Plk1 PBD binding of FITC phosphopeptide, fluorescence polarization; Potency, µM, for inactives: max response, negative = inhibition, usual class: inhibitors; 360,000 compounds, 2.8% hits; AID 720504, 2013; further: potency means the concentration at half of the fitted maximal effect; series mostly up to about 57 µM; on the % scale 0 is the no-effect control and ±100 the full control effect; nearly all actives have a fitted effect of over 65% in size
# Target sequence (P53350 whole entry, looked up, the tested form may be a part): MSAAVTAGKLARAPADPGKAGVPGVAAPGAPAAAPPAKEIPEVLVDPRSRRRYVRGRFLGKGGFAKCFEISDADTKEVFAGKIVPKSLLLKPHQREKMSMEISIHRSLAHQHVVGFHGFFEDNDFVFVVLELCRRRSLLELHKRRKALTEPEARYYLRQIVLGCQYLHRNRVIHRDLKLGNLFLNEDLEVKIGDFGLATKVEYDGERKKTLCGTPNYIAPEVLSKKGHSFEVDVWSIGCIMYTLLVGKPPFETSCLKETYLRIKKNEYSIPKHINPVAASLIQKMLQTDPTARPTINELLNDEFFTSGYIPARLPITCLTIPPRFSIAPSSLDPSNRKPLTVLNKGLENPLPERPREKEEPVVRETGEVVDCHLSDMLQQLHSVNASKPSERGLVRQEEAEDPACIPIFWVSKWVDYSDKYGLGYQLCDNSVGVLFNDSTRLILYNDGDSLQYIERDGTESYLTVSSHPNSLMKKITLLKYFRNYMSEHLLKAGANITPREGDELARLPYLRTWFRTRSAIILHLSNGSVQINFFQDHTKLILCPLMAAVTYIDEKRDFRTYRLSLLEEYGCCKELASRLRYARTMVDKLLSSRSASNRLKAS
# WRN inhibitor: qHTS for Inhibitors of WRN Helicase; WRN helicase unwinding, fluorescent forked duplex, kinetic; 360,000 compounds, 0.46% hits; AID 651768, 2012; Potency, µM (titrated, usually from 114 µM), for the others: top-dose activity change, negative = inhibition, usual class: inhibitors; Bifunctional 3'-5' exonuclease/ATP-dependent helicase WRN (Homo sapiens), Q14191; further: potency means the concentration at half of the fitted maximal effect; on the % scale 0 is the no-effect control and ±100 the full control effect; nearly all actives have a fitted effect of over 55% in size
#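 Enzyme (20 nM final) and test compound sit together 15 min at room temperature before substrate addition. Substrate is a single-forked duplex oligonucleotide (100 nM) labelled with fluorophore and quencher, with 2 mM ATP; helicase unwinding raises red fluorescence, read kinetically.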
# An asterisk follows results filed as active; ? = inconclusive; . = not tested or not shown; & = joins results of further samples; [ ] = dose if it differs, or a comment. Unless noted, the call rests on the fitted dose curve; in most records, active means well fitted curve in the direction sought with a large enough effect; inconclusive means small, poorly fitted or top-dose-only effect, or another doubt; inactive means no such curve, though single readings can be large; an effect the other way counts as inactive or inconclusive.
[1] COc1cccc(NC(=O)C2C3C=CC4(O3)C2C(=O)N(CCCN2CCCC(C)C2)C4C(=O)NC2CCCCC2C)c1 (stereo not given)
[2] CN1CCN(S(=O)(=O)c2cccc(C(=O)Nc3sccc3C#N)c2)CC1
[3] CC(C)C[C@@H](COCc1ccc(Cl)cc1)N1CCN(C(=O)c2ccc(C(F)(F)F)cc2)CCC1=O
[4] COc1ccc(-c2nn(-c3ccccc3)cc2CNC(C)Cn2cncn2)c(F)c1 (stereo not given)
[5] CC(=O)N1CCC(=NNc2nc3ccccc3[nH]2)CC1
[6] Cc1ccc(-c2nnc(CCC(=O)N(C)Cc3nccs3)o2)s1
[7] COc1ccc(CCNC(=O)CCCn2c(=O)c3cccn3c3cccnc32)c(OC)c1
[8] CSc1ncccc1C(=O)N1CCCC(N2CCN(c3ccccc3F)CC2)C1 (stereo not given)
assay / entry	1	2	3	4	5	6	7	8
PI5P4K alpha inh	-4	-11	15	1	-3	-2	-1	1
aSyn rescue	8%	-6%	?	1%	-7%	2%	-10%	1%
FUS yeast rescue	-4%	25%	?	23%	31%	16%	5%	11%
EPAC1 agonist	-2%	-1%	-21%	1%	6%	14%	0%	0%
IL2 activator	-0.5	1.2	-1.0	0.1	-0.3	-0.6	-1.7	0.8
EPAC1 antag	2%	0%	-18%	-14%	-22%	-17%	-15%	11%
Abeta rescue	-7%	13%	3%	-6%	-3%	9%	-3%	11%
PLK1 PBD inh	5%	3%	-2%	3%	-14%	-4%	-15%	-15%
WRN inhibitor	-5%	?	-7%	-5%	-6%	-5%	3%	12%

# Continued; the last 4 above are carried over.
[5] CC(=O)N1CCC(=NNc2nc3ccccc3[nH]2)CC1
[6] Cc1ccc(-c2nnc(CCC(=O)N(C)Cc3nccs3)o2)s1
[7] COc1ccc(CCNC(=O)CCCn2c(=O)c3cccn3c3cccnc32)c(OC)c1
[8] CSc1ncccc1C(=O)N1CCCC(N2CCN(c3ccccc3F)CC2)C1 (stereo not given)
[9] O=C(Oc1cc2oc(=O)c3c(c2cc1Cl)CCCC3)c1ccco1
[10] CC(CN1CCCC1)OC(=O)c1ccc(F)cc1 (stereo not given)
[11] O=C(NCc1ccco1)C1CCCN1C(=O)Nc1ccccc1 (stereo not given)
[12] CC(OC(=O)CCc1cc(C(C)(C)C)c(O)c(C(C)(C)C)c1)C(=O)NC1CC1 (stereo not given)
[13] O=C(N/N=C/c1c(F)cccc1Cl)C(=O)N1CCCCCC1
[14] S=c1[nH]nc(C2CCCCC2)n1/N=C/c1cccc(Cl)c1Cl
[15] COc1cc(NC(=O)Cn2nc(-c3ccc(F)cc3)ccc2=O)ccc1-n1cnnn1
[16] COc1ccc(C(=O)n2cc(C(=O)c3cc(C)ccc3O)cn2)cc1OC
assay / entry	5	6	7	8	9	10	11	12	13	14	15	16
PI5P4K alpha inh	-3	-2	-1	1	-3	-2	-1	3	-3	1	5	-20
aSyn rescue	-7%	2%	-10%	1%	13%	1%	-1%	-5%	0%	-11%	0%	-4%
FUS yeast rescue	31%	16%	5%	11%	-7%	-20%	-43%	39%	8%	20%	-18%	10%
EPAC1 agonist	6%	14%	0%	0%	4%	8%	15%	-6%	-1%	-12%	-5%	1%
IL2 activator	-0.3	-0.6	-1.7	0.8	-2.5	0.0	1.9	-0.9	-3.5	0.1	-2.4	-0.4
EPAC1 antag	-22%	-17%	-15%	11%	-15%	3%	-1%	2%	-8%	-10%	-5%	-3%
Abeta rescue	-3%	9%	-3%	11%	12%	15%	14%	15%	-1%	23%	9%	-29%
PLK1 PBD inh	-14%	-4%	-15%	-15%	-29%	-19%	-1%	4%	-14%	-28%	3%	-25%
WRN inhibitor	-6%	-5%	3%	12%	-6%	-1%	-2%	-2%	4%	-13%	-2%	-11%

[17] Cc1nc2ccccc2c(=O)n1-c1ccc(NS(=O)(=O)c2ccc(F)cc2)cc1
[18] N#CC1(NC(=O)CN2C(=O)NC3(CCCCCC3)C2=O)CCCCC1
[19] CC1(C)CC(=O)C(N=Nc2ccc(C(F)(F)F)cc2[N+](=O)[O-])=C(O)C1
[20] CNC(=S)NNC(=O)Cn1ccc(C)n1
[21] O=C(c1ccccc1)N1CCCCC(Sc2nnc3ccccn23)C1=O (stereo not given)
[22] CCOC(=O)c1nn(-c2ccccc2)c(-c2ccccc2)c1C(=O)c1ccccc1
[23] O=C(COC(=O)Cc1ccc(Br)cc1)NC1CCCCCC1
[24] CSc1nc2ncnc(N)c2[nH]1
assay / entry	17	18	19	20	21	22	23	24
PI5P4K alpha inh	8	-3	-5	.	.	24	0	-8
aSyn rescue	1%	-8%	-65%[inhibitor]	-3%	0%	-7%	-1%	-9%
FUS yeast rescue	10%	-7%	2%	18%	11%	22%	13%	8%
EPAC1 agonist	7%	10%	-3%	11%	0%	-4%	-3%	3%
IL2 activator	6.0	0.0	-1.5	-2.5	0.8	0.1	-0.1	-1.9
EPAC1 antag	-4%	-5%	10%	11%	8%	-6%	-8%	-6%
Abeta rescue	19%	-3%	-85%[inhibitor]	-15%	4%	10%	?	-10%
PLK1 PBD inh	1%	-8%	3%	-7%	-4%	-1%	-10%	-11%
WRN inhibitor	1%	-5%	-1%	7%	-1%	-2%	-7%	-4%

[25] Cc1cc(NC(=O)c2cccc(S(=O)(=O)N3CCOCC3)c2)no1
[26] Cc1ccc(NC(=O)COC(=O)Cn2cnc3c2c(=O)n(C)c(=O)n3C)c(Cl)c1
[27] COc1cc(CN(C)Cc2cc(=O)oc3cc(C)c(Cl)cc23)ccc1OC(F)F
[28] CO/N=C/NC(=O)N1OC[C@@H]2COc3ccc4ccccc4c3[C@@H]21
[29] O=C(OCc1cn(Cc2ccccc2)nn1)c1ccccc1
[30] CCCn1cc(CN2CCC(n3nccc3NC(=O)c3ccccc3)CC2)c(C)n1
[31] Cc1ccc(OCC(=O)N(Cc2ccc(N(C)C)cc2)C2CCS(=O)(=O)C2)cc1C (stereo not given)
[32] CCN(CC)CCCNC(=O)C1c2ccccc2Oc2ccccc21
assay / entry	25	26	27	28	29	30	31	32
PI5P4K alpha inh	.	3	1	3	4	-2	8	-2
aSyn rescue	2%	-9%	2%	9%	1%	0%	-3%	0%
FUS yeast rescue	19%	20%	25%	-2%	-16%	5%	28%	4%
EPAC1 agonist	1%	10%	-1%	10%	-7%	-1%	3%	0%
IL2 activator	0.8	0.2	-3.5	3.1	0.2	-2.7	-0.5	2.5
EPAC1 antag	6%	18%	-15%	-19%	-5%	-5%	4%	0%
Abeta rescue	-4%	-15%	1%	21%	-11%	-1%	-48%[inhibitor]	24%
PLK1 PBD inh	-1%	-8%	1%	-1%	-6%	2%	-24%	-11%
WRN inhibitor	8%	-3%	-15%	-4%	8%	-6%	-7%	6%

[33] CC1(C)Cc2c(sc(NC(=O)C(C)(C)C)c2C#N)C(C)(C)N1
[34] CN(CC(=O)Nc1ccccc1Cl)CC(=O)N1CCc2ccccc21
[35] COc1ccc(S(=O)(=O)NC2(C(F)(F)F)NC(=O)N(CCc3ccc(OC)c(OC)c3)C2=O)cc1 (stereo not given)
[36] CCOCCCNS(=O)(=O)c1ccccc1
[37] COc1ccc(CN(C)C(=O)Cc2c[nH]c3ccccc23)cc1
[38] O=C(Nc1ccc(SC(F)F)cc1)C1=CC=CN2CCS(=O)(=O)N=C12
[39] COc1ccccc1C(=O)N/C(=C\c1cn(C)c2ccccc12)C(=O)NCCN1CCOCC1
[40] Nc1nc(-c2ccco2)nn1S(=O)(=O)c1ccccc1
assay / entry	33	34	35	36	37	38	39	40
PI5P4K alpha inh	7	3	0	.	-3	-2	5	-9
aSyn rescue	-10%	1%	-3%	0%	3%	-3%	6%	1%
FUS yeast rescue	7%	.	9%&15%	-1%	12%	7%	-4%	-12%
EPAC1 agonist	-6%	2%	14%	-8%	-1%	-3%	6%	-5%
IL2 activator	-0.1	-2.0	1.5	-2.5	0.1	0.2	0.1	-0.6
EPAC1 antag	-1%	-24%	4%	5%	3%	6%	0%	5%
Abeta rescue	-18%	-11%	10%&-15%	-4%	5%	-3%	6%	-5%
PLK1 PBD inh	0%	2%	-8%	-5%	2%	-7%	-12%	2%
WRN inhibitor	-8%	-16%	-17%	4%	0%	7%	-9%	3%

[41] O=C(O)Cc1ccc(NC(=O)C2CCCCC2C(=O)O)cc1 (stereo not given)
[42] N=C1SC(c2ccccc2)C(=O)N1c1ncc(Cc2ccccc2)s1 (stereo not given)
[43] c1coc(-c2nc3nc4ccccc4nc3n2CC2CCCO2)c1 (stereo not given)
[44] Cc1ccc(S(=O)(=O)N(NC2=NS(=O)(=O)c3ccccc32)C(=O)c2ccccc2)cc1
assay / entry	41	42	43	44
PI5P4K alpha inh	-2	-56*	.	-10
aSyn rescue	3%	0%	-4%	-6%
FUS yeast rescue	5%	41%	37%	.
EPAC1 agonist	-3%	-1%	-9%	9%
IL2 activator	-0.4	-1.0	-3.8	0.4
EPAC1 antag	1%	?	27%	3%
Abeta rescue	-3%	20%	-10%	10%
PLK1 PBD inh	-3%	-20%	-3%	-10%
WRN inhibitor	-5%	?	-18%	5%

# Source: PubChem BioAssay (National Center for Advancing Translational Sciences (NCATS))
